PHOSPHO1 inh = PHOSPHO1 (human) inhibition; Q8TCT1; recombinant PHOSPHO1, absorbance phosphatase assay; inhibition, % at 13.3 µM; 1.1% of 290,000 active; in the data active = inhibition above about 60%
GPR7 antagonist = human neuropeptides B/W receptor 1 antagonism; GPR7-expressing cells, fluorescence antagonist assay; inhibition, % at 4.4 µM; 1.1% of 290,000 active; AID 1861; in the data active = inhibition above about 16%, passing the limit was not always enough;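 note: cells stimulated with the agonist NPW; 0% = agonist with vehicle and 100% = vehicle without agonist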
p-CIP stab down = p/CIP protein destabilization; Q05BA5; F442A p/CIP-EGFP cells, EGFP fluorescence, 16 h; decrease of EGFP signal, % at 10 µM; 0.01% of 290,000 active; AID 1984;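 active = EGFP signal decrease of at least 30% at 10 µM or well 3 SD below plate mean, unless failing retest; inactive = the rest, including hits failing retest or dose response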; note: some compounds called inactive have numbers as strong as hits; many of its hits are not listed in these tables
IDE act = IDE (human) activation, cell-based. P14735. HEK cells, FAbeta-B cleavage, fluorescence polarization; 0% vehicle, 100% cell-free pure enzyme wells. activation, % at 5.96 µM. 0.073% of 340,000 active. AID 493087;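 active = activation above the mean of all tested compounds plus 3 SD, set per screening campaign, cut at about 17% in these data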
M18AAP inhibitor = PfM18AAP enzyme inhibition. recombinant PfM18AAP, H-Glu-NHMec fluorogenic cleavage. inhibition, % at 7.35 µM. 1.2% of 290,000 active. AID 1822;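 active = inhibition above the campaign mean inhibition over all tested compounds plus 3 SD, cut at about 28% in these data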;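 note: 0% = plate median of test compound wells and 100% = 2 mM ZnCl2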
IDE inh = inhibits human insulin-degrading enzyme in HEK cells; inhibition, % at 5.59 µM; P14735; 0.41% of 320,000 active; AID 434962; FAbetaB cleavage, fluorescence polarization;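 active = percent inhibition above the average of all tested compounds plus 3 SD, set per screening campaign, cut at about 16% in these data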;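 note: IDE supplied by intact live HEK cells; FP after avidin binding of uncleaved biotin substrate so inhibition keeps polarization high; 0% = DMSO wells and 100% = 60 µM reference IDE inhibitor Ii1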
NALP1 yeast inh = blocks the NALP1 inflammasome reconstituted in yeast | S. cerevisiae NALP1/ASC/caspase-1 growth, X-gal OD620, 72 h | inhibition, % at 10 µM | 0.61% of 280,000 active; in the data active = inhibition mostly above about 24%, no sharp cut-off; inactive = mostly below about 32%; note: some compounds called inactive have numbers as strong as hits
IMP-1 inh = inhibitors of Pseudomonas aeruginosa IMP-1 metallo-beta-lactamase; inhibition, % at 5.6 µM; purified IMP-1, nitrocefin hydrolysis, epi-absorbance fluorescence; 0.45% of 290,000 active;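 active = inhibition above the mean plus 3 SD of all compounds in the same screening run, cut at about 4.5% in these data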;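 note: 0% = IMP-1 with DMSO and 100% = DMSO wells lacking enzyme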
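Assay system: purified IMP-1; Quantity: IMP-1 0.2 nM before substrate addition; Medium: HEPES buffer pH 7.1 with ZnSO4 and Brij 35; Incubation: 15 min enzyme–compound preincubation, then 25 min nitrocefin reaction, 25 °C; Signal: fluorescence quenching readout, ex 480/em 530 nm; Controls: DMSO with and without IMP-1; Repeats: singlicate testing.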
VIM-2 inhibitor = inhibitors of Pseudomonas aeruginosa VIM-2 metallo-beta-lactamase. purified VIM-2, nitrocefin hydrolysis, epi-absorbance fluorescence. inhibition, % at 5.6 µM. 0.89% of 290,000 active. AID 1527;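 active = inhibition above the mean of all tested compounds plus 3 SD, cutoff set per screening run, cut at about 7.5% in these data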;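 note: red hydrolysis product quenches plate fluorescence so inhibitors raise well fluorescence; 0% = enzyme with DMSO and 100% = DMSO without enzyme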
Active calls of the source: *; . = not tested or not shown.

p-CIP stab down,IDE inh,NALP1 yeast inh,M18AAP inhibitor,Molecule,IDE act,IMP-1 inh,GPR7 antagonist,PHOSPHO1 inh,VIM-2 inhibitor
9.9,-1.1,14.6,-6.5,CCOC(=O)c1ccc(Nc2sc(C(=O)c3cccc([N+](=O)[O-])c3)c(N)c2C#N)cc1,0.9,-1.6,0.1,21.0,-0.9
-5.1,0.1,39.9,2.1,Cc1cc(C)c(NC(=O)C2=CCN(S(=O)(=O)c3ccc(F)cc3)CC2)c(C)c1,1.4,-2.1,-8.7,1.3,-1.6
-3.1,2.0,6.2,22.9,Cc1nc(SC2CC(=O)N(c3cc(Cl)cc(Cl)c3)C2=O)nc2c1CCCC2 (stereo not drawn),-3.6,-2.0,-8.2,1.0,-1.1
-2.9,-1.3,.,.,NC1=NC[C@H](Cc2ccccc2)N1CCc1cc(C(F)(F)F)cc(C(F)(F)F)c1,9.3,.,.,29.7,.
7.6,-3.2,13.5,0.9,CCCCc1nccn1CCn1ccnc1CCCC,3.5,-6.1,-6.5,-14.4,-3.0
0.3,1.8,6.0,5.9,CSCCC(NC(=O)c1ccco1)C(=O)O (stereo not drawn),3.4,-1.2,-11.5,0.2,-2.7
-0.6,-3.6,11.4,-1.9,CC(C)N(C(=O)COC(=O)CNC(=O)c1ccc(Br)cc1)c1ccccc1,3.1,-0.5,7.7,3.5,0.7
4.8,-0.9,20.0,-1.0,Cn1c(C(=O)Nc2ccc3c(c2)OCCO3)cc2c(=O)n(C)c3ccccc3c21,-0.4,-4.7,1.6,-1.3,-1.9
-5.5,5.2,3.6,1.8,COCCCn1c(C(=O)N2CCOCC2)cc2c(=O)n3cccc(C)c3nc21,-1.6,-1.9,-27.2,19.8,6.5
2.3,.,-4.1,-0.1,Cc1ccc(NC(=O)CN2CCCCCC2)c(Br)c1,0.3,-2.6,-13.2,3.3,-1.9
5.8,5.0,13.0,1.8,CCOC(=O)c1c(NC(=O)Cn2nnc(-c3ccc(Cl)cc3)n2)sc(C)c1C,-1.4,-1.4,-7.9,6.0,-0.5
-1.2,1.3,-2.4,9.9,O=C(C#Cc1ccccc1)Nc1ccccc1F,1.7,0.5,-4.0,46.6,-1.5
4.4,0.1,26.3,7.5,CCS(=O)(=O)NCc1ccc2c(c1)cc(C)n2C,3.7,-2.9,-4.1,10.1,-2.6
-6.5,-3.1,4.9,5.1,COc1ccc(C2CC(=O)C(C=NCCCO)=C(O)C2)cc1 (stereo not drawn),1.0,-2.5,-3.1,5.3,-0.3
-9.0,-2.5,25.3,6.2,CCCC(=O)Nc1nnc(S(=O)(=O)N2CCCCCC2)s1,8.0,-2.3,-8.3,25.4,0.5
-11.9,11.1,.,1.3,CC(=O)Cn1cnc2c(sc3nc(C)cc(C)c32)c1=O,-1.5,-2.5,-3.7,36.4,14.1*
-12.7,-5.1,7.6,2.4,COC(=O)[C@@H](NC(=O)NCc1cccc(OC)c1)C(C)C,4.9,-3.7,-5.3,-7.5,-2.2
4.2,0.9,17.4,1.6,O=[N+]([O-])c1cccc(/C=N/Nc2ncc(Br)cn2)c1,0.7,-1.7,-6.1,-2.6,-0.6
-9.5,4.2,12.5,-6.6,C=CCNC(=O)/C(C#N)=C/c1ccccc1Cl,0.9,0.0,0.7,24.7,1.1
7.5,-0.3,6.7,6.0,COc1ccc(NS(=O)(=O)c2ccc(-c3coc(C)n3)cc2)cc1,4.8,-1.2,-3.4,27.3,1.1
-3.6,-4.9,13.7,5.0,CNC(=S)N/N=C1\CC(c2ccccc2)Oc2ccccc21 (stereo not drawn),-4.1,-3.7,-8.5,38.9,-3.6
5.9,-2.8,13.4,11.1,Cc1cc2oc(=O)c(CC(=O)NCCCN(C)C)c(C)c2c2occ(C(C)(C)C)c12,.,1.5,13.6,-10.9,8.9*
-3.9,-1.4,7.7,9.3,CN1C(=O)[C@H]2[C@@H](C3CC3)N3C(=O)CN(Cc4ccccc4)C(=O)[C@@]3(C)[C@H]2C1=O,3.5,-1.6,-6.6,-7.3,-0.6
-34.6,1.0,13.9,-11.1,CCOc1ccccc1NC(=O)CN1CCc2ccccc2C1,4.2,-4.0,-5.1,14.1,-4.5
-12.6,11.4,1.5,-14.9,CC(=O)OCCCn1c(C)[n+](C)c2cc(Cl)c(Cl)cc21,1.9,0.3,-2.0,5.3,-4.5
3.1,-5.5,18.3,-1.9,O=C(NC(=S)Nc1cc(Cl)ccc1N1CCOCC1)c1ccccc1[N+](=O)[O-],5.9,-1.5,-25.9,41.4,-2.7
-3.9,2.3,16.8,0.7,CC1CCN(S(=O)(=O)c2cn(C)c(=O)n(C)c2=O)CC1,-4.6,-4.9,0.9,2.0,-2.7
-2.0,1.4,-13.2,3.6,Cn1c(SCC(=O)Nc2ccc3c(c2)OCO3)nnc1-c1cnccn1,0.9,-5.8,-11.2,11.4,-1.1
-4.5,-0.2,6.9,-12.9,COc1ccc(C(=O)C2CCN(C(=S)NCCc3ccc(OC)c(OC)c3)CC2)cc1,1.0,-5.2,18.6,11.7,-4.6
-6.7,-2.1,-7.1,2.4,CCC(C)OC(=O)C1=C(C)O[C@]23OC(N)=C(C#N)[C@]12C(=O)c1ccccc13 (stereo partly drawn),2.3,-4.0,-11.7,-15.8,-1.7
-9.0,-1.9,4.6,4.8,CC(=O)N1CCN(Cc2nc3cc(NS(C)(=O)=O)ccc3n2C)CC1,6.6,-2.8,-5.6,15.8,-1.9
-8.1,-0.2,44.6,-5.8,COc1ccc(C(=O)N2CCc3cc(OC)c(OC)cc3C2c2cccc([N+](=O)[O-])c2)cc1OC (stereo not drawn),3.5,-2.9,-6.5,7.0,-2.1
-0.2,4.8,7.5,-4.8,CCOC(=O)N1N=C(CC)CC1(O)C(F)(F)F (stereo not drawn),7.9,3.5,3.9,-5.8,0.7
2.8,-1.3,15.7,0.4,CCOC(=O)CCNCc1ccc(F)cc1,-3.5,-3.2,-7.5,11.9,-1.3
-0.2,-1.7,20.4,-3.6,CC(NC(=O)c1ccccc1)c1ccc(Br)cc1 (stereo not drawn),-0.4,-4.0,-12.7,-2.4,-3.2
2.6,3.0,18.9,16.3,O=c1cc(-c2ccccc2)[nH]n2cnnc12,4.3,-3.9,0.9,7.1,-2.4

Another view of part of the listing above.
> CCC(C)OC(=O)C1=C(C)O[C@]23OC(N)=C(C#N)[C@]12C(=O)c1ccccc13 (stereo partly drawn)
  p-CIP stab down = -6.7; IDE inh = -2.1; NALP1 yeast inh = -7.1; M18AAP inhibitor = 2.4; IDE act = 2.3; IMP-1 inh = -4.0; GPR7 antagonist = -11.7; PHOSPHO1 inh = -15.8; VIM-2 inhibitor = -1.7

> CC(=O)N1CCN(Cc2nc3cc(NS(C)(=O)=O)ccc3n2C)CC1
  p-CIP stab down = -9.0; IDE inh = -1.9; NALP1 yeast inh = 4.6; M18AAP inhibitor = 4.8; IDE act = 6.6; IMP-1 inh = -2.8; GPR7 antagonist = -5.6; PHOSPHO1 inh = 15.8; VIM-2 inhibitor = -1.9

(more compounds)
p-CIP stab down,IDE inh,NALP1 yeast inh,M18AAP inhibitor,Molecule,IDE act,IMP-1 inh,GPR7 antagonist,PHOSPHO1 inh,VIM-2 inhibitor
2.6,-4.5,4.7,-9.3,COc1ccc(NC(=O)CN2CCN(c3ccc(F)cc3)CC2)cc1Cl,-0.2,-3.4,-9.2,7.2,-1.5
-11.3,-0.2,-19.0,-0.5,N=c1oc2ccccc2cc1-c1nc2ccccc2c(=O)[nH]1,-1.5,4.3,12.1,-2.0,-4.0
4.2,1.6,3.2,1.3,COc1ccc(NC(=O)C2=CC(c3ccc(C)cc3)=NS(=O)(=O)N2C)cc1OC,-0.7,-1.2,-4.1,17.6,-0.1
-0.9,4.0,29.9,2.9,O=C(CSc1nnc(COc2ccccc2F)n1-c1ccccc1)NCc1ccco1,3.2,-2.3,-6.3,35.2,-3.1
-2.1,3.8,-1.3,-8.9,Cc1ccccc1NC(=S)NCC(c1cccnc1)N1CCOCC1 (stereo not drawn),1.8,-3.3,-7.2,13.2,-0.7
4.7,.,15.1,2.2,CCOC(=O)CSc1nnc(COc2ccc3ccccc3c2)o1,1.0,-2.5,-7.8,34.3,-2.5
7.3,-1.4,14.4,0.8,CC(=O)Nc1ccc(NC(=O)CCCN2C(=O)c3ccccc3C2=O)cc1,-0.1,-2.8,-3.1,12.7,-2.8
-7.9,4.2,17.3,-11.7,Cc1cccc(C(C)C)c1NC(=O)COC(=O)COc1ccc2c(C)cc(=O)oc2c1,2.9,-3.8,-10.9,1.8,-3.4
-18.7,3.0,1.8,-3.7,COc1cc(C(=O)Oc2ccccc2/C=N/NC(=O)c2ccc(C)cc2)cc(OC)c1OC,-5.3,-0.5,-10.8,8.9,-3.0
6.9,1.1,5.6,6.0,CC(=O)c1nnn(-c2cccc([N+](=O)[O-])c2)c1C,-0.2,-2.0,0.4,18.5,3.6
-3.8,0.2,22.3,7.8,COc1ccc(-c2cn3cccc(C)c3n2)cc1F,1.3,-3.0,-8.7,10.5,0.4
13.5,-0.6,-0.5,-9.7,COc1cc2c3c(c1)/C(=C1/SC(=S)NC1=O)C(=O)N3C(C)(C)C=C2C,3.9,-3.3,-8.4,11.6,0.6
0.0,-2.5,11.8,-7.1,CCOC(=O)N1CCN(Cc2nc3cc(NC(=O)CC)ccc3n2CC)CC1,0.6,-1.4,5.7,.,-0.1
8.7,0.6,-0.2,-2.1,CN(C)c1nc(N/N=C/c2ccccc2O)nc(Nc2ccc(F)cc2)n1,5.3,-4.5,-12.4,-27.9,-2.8
-7.8,-0.9,9.5,-4.8,O=C(COC(=O)CSc1ccc2ccccc2c1)NCc1ccc2c(c1)OCO2,4.2,-0.3,-6.8,-4.0,-3.6
-5.8,3.2,16.2,-1.4,Cc1csc(N(C(=O)c2ccccc2F)c2ccccc2)n1,-0.6,0.7,0.4,-8.8,-1.6
-2.8,2.4,5.6,-5.3,O=c1c2c3c(sc2nc2n1CCC2)CCC3,1.9,-2.1,-10.6,11.3,2.5
2.0,1.0,-0.3,5.2,O=S(=O)(Nc1ccccn1)c1ccc(Cl)c2ccccc12,5.0,-1.8,-5.3,-36.8,-4.2
-0.5,0.3,3.0,6.8,O=C(O)CCCNS(=O)(=O)c1ccccc1,3.9,-2.4,-4.9,-10.5,0.5
-11.3,0.1,21.3,0.3,CCOC(=O)C1CCN(c2c(NCCN3CCCCC3C)c(=O)c2=O)CC1 (stereo not drawn),-1.5,-1.7,1.4,-17.3,2.0
